# Screening data from PubChem.
# 12-LOX inh: ALOX12 (human) lipoxygenase inhibition; hit rate 1.1% among 580,000; AID 1671190; Potency, µM (top dose mostly 108 µM), for the others: at the highest dose activity change, negative = inhibition, hits mostly inhibitors; purified 12hLO, xylenol orange hydroperoxide absorbance; P18054; active = well fitted inhibition curve with a large enough effect; inconclusive = small, poorly fitted or top-dose-only effect, or another doubt; inactive = no such curve, though single readings can be large or run the other way
# Target sequence (P18054 whole entry, looked up): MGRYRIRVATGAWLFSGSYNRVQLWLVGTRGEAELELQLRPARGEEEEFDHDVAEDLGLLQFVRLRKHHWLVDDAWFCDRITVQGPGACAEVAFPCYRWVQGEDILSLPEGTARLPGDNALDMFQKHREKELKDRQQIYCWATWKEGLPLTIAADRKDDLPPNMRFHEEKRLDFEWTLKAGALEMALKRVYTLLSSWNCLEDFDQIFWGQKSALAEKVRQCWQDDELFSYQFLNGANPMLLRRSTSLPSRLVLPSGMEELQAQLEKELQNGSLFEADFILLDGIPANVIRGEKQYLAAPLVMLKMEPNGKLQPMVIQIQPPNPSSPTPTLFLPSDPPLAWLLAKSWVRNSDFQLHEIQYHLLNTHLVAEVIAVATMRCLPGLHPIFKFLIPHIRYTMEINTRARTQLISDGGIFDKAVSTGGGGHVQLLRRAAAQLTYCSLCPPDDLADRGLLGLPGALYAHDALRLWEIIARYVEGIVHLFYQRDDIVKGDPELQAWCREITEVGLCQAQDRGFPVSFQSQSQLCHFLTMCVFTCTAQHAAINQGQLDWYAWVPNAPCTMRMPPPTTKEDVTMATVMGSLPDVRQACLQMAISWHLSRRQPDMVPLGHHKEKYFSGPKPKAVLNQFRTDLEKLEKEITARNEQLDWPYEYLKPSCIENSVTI
#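 Purified human 12hLO (150 nM final) in 25 mM Hepes, 0.01% Triton X-100, pH 7.0 was preincubated 15 min at room temperature with compound. Then 40 uM arachidonic acid was added, 30 min. Hydroperoxide was read by Fe-XO absorbance ratio 573/405 nm.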
# Starred values were filed as active, the others as inactive; ? = inconclusive; [ ] = another dose, or the depositor's remark. % is scaled to controls: 0 for no effect and ±100 for the full control effect; potency is read from the fitted curve at half-maximal effect. This is a subset; the hit share may differ from the screen's.
# Sample of the layout:
SMILES | 12-LOX inh
CC(C)N1CCC(C(=O)NC(CCn2ccnc2)c2ccccc2)CC1 (stereo not drawn) | -18.6%
Cc1cnc(C(=O)N2CCC3(CCCN(Cc4cccc(F)c4F)C3=O)C2)[nH]1 (stereo not drawn) | 11.2%
CN(C)C(=O)c1ccc(-c2nc(N3CCOCC3)c3ccccc3n2)cc1 | 44.7µM*
CCCCCNC(=O)C(c1cccc2ccccc12)n1c(=O)c(-c2cc3ccccc3[nH]2)nc2ccccc21 (stereo not drawn) | ?

# The list itself, repeating the preview:
SMILES | 12-LOX inh
CC(C)N1CCC(C(=O)NC(CCn2ccnc2)c2ccccc2)CC1 (stereo not drawn) | -18.6%
Cc1cnc(C(=O)N2CCC3(CCCN(Cc4cccc(F)c4F)C3=O)C2)[nH]1 (stereo not drawn) | 11.2%
CN(C)C(=O)c1ccc(-c2nc(N3CCOCC3)c3ccccc3n2)cc1 | 44.7µM*
CCCCCNC(=O)C(c1cccc2ccccc12)n1c(=O)c(-c2cc3ccccc3[nH]2)nc2ccccc21 (stereo not drawn) | ?
O=C(NCCc1c[nH]c2ccc(Cl)cc12)C1CCN(c2nc(Cl)nc3nc[nH]c23)CC1 | 2.3%
Cc1nc(CC(=O)N2CCCC(C(=O)NCCCO)C2)cs1 (stereo not drawn) | -26.0%
Cc1ccccc1-c1nccc(NCCN2CCOCC2)n1 | 39.8µM*
CC(=O)Nc1ccc(C(=O)N[C@@H]2CCOC[C@H]2OCc2ccccn2)cc1 | 4.5%
CCOC(=O)CSc1ncn(-c2nc(NC)nc(N3CCCCC3)n2)n1 | -19.0%
Cc1cnc(C2CCOCC2)n1CC1CCN(C(=O)C2CC2)CC1 | 26.6%
COCCN1CCC(N2CCN(S(=O)(=O)c3ccc(F)c(F)c3)CC2)C1=O (stereo not drawn) | 12.2%
CCc1ccc(CN2CCC3(CCC(=O)N(Cc4cnc(C)cn4)C3)CC2)o1 | 44.6%[activator]
O=C(O)C[C@@H]1CCN(C(=O)NC2CCCCC2)C[C@@H]1CCN1CCN(c2ccc(F)cc2)CC1 | 7.3%
O=c1c(-c2ccccc2)nnc2sc(-c3ccccc3Br)nn12 | -13.0%
COC(=O)C1CN(C2CCCC2)CCS(=O)(=O)N1Cc1ccc(C)cc1 (stereo not drawn) | 12.8%
NCC(C1CCCCC1)N1CCOCC1 (stereo not drawn) | 10.8%[12.5 µM]
Cc1ccc(CN2CCN(CC(=O)Nc3cccc4nsnc34)CC2)o1 | -12.2%
O=C(NC(c1ccccc1)C1CC1)c1cc(Cl)nc(Cl)c1 (stereo not drawn) | 33.7%
COc1ccc(CNC(=O)CSc2nnc3c4cc(-c5ccc(F)cc5)nn4ccn23)cc1 | -40.3%
CCC(O)C1=C(c2ccccc2)Oc2ccccc2C1c1ccccc1 (stereo not drawn) | ?
Cc1ccc(C(=O)C(C#N)C(=O)Nc2ccccc2C)cc1C (stereo not drawn) | -10.3%
Cc1nn(-c2cccc(Br)c2)c(C)c1[C@@H]1C=C[C@@H](NC(=O)CC(C)(C)CC(=O)O)C1 | ?
Fc1ccc2nc(CO[C@H]3CN(Cc4cccnc4)C[C@H]3F)[nH]c2c1 | 6.0%[176 µM]
OC(c1ccccc1)C1(c2ccccc2)CCN(Cc2ccccc2)CC1 (stereo not drawn) | -28.3%
CCCN1C(=O)c2[nH]nc(-c3ccccc3O)c2C1c1ccc(OC)c(OC)c1 (stereo not drawn) | -5.1%
O=C(CCNS(=O)(=O)c1ccc2[nH]c(=O)ccc2c1)N1CCN(c2ccc(Cl)cc2)CC1 | -21.6%
O=C(Nc1ccc(Br)cc1)c1ccc(Nc2cc(-c3ccccc3)ncn2)cc1 | 0.4%
Cn1cccc1C(=O)N1CCC[C@@]2(CCN(c3ccccn3)C2)C1 | 8.3%[57.4 µM]
COc1cc(-c2ccc(C)cc2)nc2ccc(C(=O)N3CCC(C(N)=O)CC3)cc12 | -11.3%
Cc1nn(-c2ccc(C(F)(F)F)cc2)c(C)c1[C@@H]1C=C[C@@H](NC(=O)Nc2ccccc2)C1 | 4.1%[176 µM]
CC(C)c1ccc(NC(=O)C2(C)CCCCC(=O)N2)cc1 (stereo not drawn) | 20.4%
Cc1cc(C)c2c(=O)cc(C(=O)N(Cc3cccc(Cl)c3)C3CCS(=O)(=O)C3)oc2c1 (stereo not drawn) | ?
COCCC(=O)N1CCCCCCNC(=O)[C@@H]2CCCC[C@@H]21 | 38.2%[activator]
COc1ccc(F)cc1-c1ccccc1C=O | 0.0%[12.5 µM]
Cn1ncc(N2CCC(C(=O)NCCCN3CCc4ccccc4C3)C2)cc1=O (stereo not drawn) | 19.9%
O=c1ncn(Cc2ccccc2)c2ccc(-c3ccccc3)nc12 | ?
COC(=O)C1=C(C)N(c2ccc(F)cc2)C(=O)CC1C(=O)Nc1ccc(C(C)=O)cc1 (stereo not drawn) | 0.1%
Cn1nc(CC(=O)Nc2ccc(O)cc2)c2ccccc2c1=O | 36.1%
CCOC(=O)Cc1csc(NC(=O)C2CC(=O)N(c3n[nH]c4cccc(F)c34)C2)n1 (stereo not drawn) | 42.5%
O=C(Cc1ccsc1)N1CCCC1c1nc(C2CCOCC2)no1 (stereo not drawn) | 24.9%
N#C/C(=C/c1ccc(-c2ccccc2)cc1)C(=O)c1ccsc1 | ?
Cc1noc(C)c1C(=O)N1CCC2(CC1)CCN(c1ncccn1)CC2 | 1.6%[57.4 µM]
CC(=O)NC1(C)CCN(c2cccc(C(F)(F)F)c2)CC1 | -0.9%[176 µM]
O=C(c1ccc2ccnn2c1)N1CCOCC1 | 8.4%[176 µM]
CN(Cc1ccc(C(=O)NCC(F)(F)F)cc1)C(=O)c1ccc(F)cc1 | 4.9%
CC(=O)N[C@H](C(=O)O)C(C)C | 31.3%[activator]
S=C(Nc1ccc(Cl)cc1)N1CCc2ccccc21 | 1.9%
COc1ccc(NC(=O)N[C@H]2CO[C@H]3[C@@H]2OC[C@@H]3n2nnnc2-c2ccccc2)cc1 | 0.0%[176 µM]
COc1ccc(CCNC(=O)c2c(C)noc2-c2ccc(C(C)(C)C)cc2)cc1OC | 25.6%
CN1C[C@H](O)C[C@H]1c1nnc2n1CCN(S(=O)(=O)c1ccccc1)CC2 | 24.1%
CCCN1Cc2ccccc2NC(=O)C12CCNC2 (stereo not drawn) | ?
CCc1c(C)sc(NC(=O)C2CC2)c1C#N | 28.2µM*
COCCOC1CCN(C(=O)COc2ccc(C)cc2)CC1 | 3.6%
O=C(Cc1ccc(-c2ccccc2)cc1)NCCc1c[nH]c2ccccc12 | 10.6%
Cc1cn2nc(C(=O)N3CCN(c4ccccc4)CC3)cc2c(N2CCCC2)n1 | 12.1%
CCOc1ccc2c(c1)cc(C(=O)NC(C)C)n2C | 40.6%[activator]
Cc1cccc(CNC(=O)c2c(C)noc2-c2ccc(OC(F)(F)F)cc2)c1 | 44.4%[activator]
NC(=O)c1ccc(OCc2ccccc2C(F)(F)F)cc1 | 8.2%
Cc1ccc(C(=O)N2CCn3c(nnc3[C@@H]3C[C@@H](O)CN3C(C)C)C2)cn1 | 65.5%[activator]
CCCNC(=O)C1COC2(CCN(C(=O)Cc3ccccc3)CC2)N1C(=O)c1cccc(C)c1 (stereo not drawn) | 29.5%

# Next results:
SMILES | 12-LOX inh
COCc1nc2nc(-c3ccccc3)c(Nc3ccncc3)cc2n1C | 11.3%[176 µM]
COc1cc(OC)cc(C(=O)N(C)Cc2cc(Br)ccc2OC)c1 | 4.0%
COCCNC(=O)[C@H]1C[C@H](Oc2ccccc2)CN1S(=O)(=O)c1ccc(F)cc1 | 43.1%[activator]
COc1cccc(N2CC(C(=O)N3CCC(C(=O)N(C)C)C3)NC2=O)c1 (stereo not drawn) | 23.3%
Cc1ccc(C(=O)/C=C/c2ccccc2F)o1 | -4.1%
CCN1C(=O)CCc2cc(NC(=O)c3ccc(C(C)C)cc3)ccc21 | 22.5%
CCNC(=O)Nc1ccc(OCC(=O)N2CCC(C)CC2)nc1 | 2.7%
COc1ccc(CCc2nc3nccc(-c4ccc(OC)c(OC)c4)n3n2)cc1OC | 33.9%[activator]
Cn1c(COc2ccc(C(C)(C)C)cc2)n[nH]c1=S | 35.5µM*
N#Cc1cccc(-c2cncnc2NCc2cccs2)c1 | ?
O=c1[nH]c2ccc(-c3csc(Nc4ccccc4F)n3)cc2o1 | ?
CN(CCc1ccccc1)CCN1CC2(CCN(c3ncccc3C#N)CC2)OC1=O | 0.0%
COc1ccc(CN2CCOc3nc(-c4ccc(O)c(F)c4)ncc3C2=O)cc1 | ?
CC(=O)N[C@H]1CCN(C(=O)C[C@@H]2[C@H](O)CCC3[C@](C)(CO)[C@H](OC(=O)Nc4cccc(C(F)(F)F)c4)CC[C@]32C)C1 (stereo partly drawn) | 13.3%
Cc1cc(C)cc(NC(=O)c2csc3c2CCCC3)c1 | -28.7%
COC1CN(c2cccc(F)c2)C12CCN(C(=O)c1sc(C)nc1C)CC2 (stereo not drawn) | 15.7%
CCC[C@H]1[C@@H](NC(=O)NCc2ccco2)CC[C@@]23CCCN2C(=O)CCC[C@@H]13 | -26.5%
COc1ccc(Nc2cc3c(cn2)NCCN(Cc2ccccc2)C3)cn1 | 12.9%[176 µM]
CC(=O)c1ccc(-c2ccc(C3CC(=O)Nc4c3c(C)nn4-c3ccc(=O)[nH]n3)o2)cc1 (stereo not drawn) | -19.8%
COc1ccc(CC(=O)N2CCOC[C@H](Oc3ccc(OC)cc3)C2)cc1 | 42.6%[176 µM]
Cn1ccnc1CN1C(=O)CO[C@H](c2ccc(NC(=O)CC(C)(C)C)cc2)[C@H]1CO | 9.6%[176 µM]
O=C(NCc1ccc(Cl)cc1)N(Cc1ccco1)Cc1cccs1 | -2.5%
C=CCN(C)C(=O)[C@@H](C)C1CC[C@@]2(C)Cc3sc(NS(=O)(=O)c4ccc(Cl)cc4)nc3[C@@H](C)[C@@H]2[C@H]1O (stereo partly drawn) | 31.6µM*
CCCNC(=O)CN(C)Cc1cccc2cccnc12 | 16.2%
CCC(C)(C)NC(=O)CNc1cccc(-c2nnnn2C)c1 | 12.5%
NC1(C(=O)N2CCCC(N3CCN(Cc4ccc5c(c4)OCO5)CC3)C2)CC1 (stereo not drawn) | ?
Cc1occc1C(=O)Nc1cccc(-c2nc(CNC(=O)c3cc(-c4ccccc4)n[nH]3)c(C)o2)c1 | 14.6%
N#Cc1cccc(-c2nc(Nc3ccccc3)c3ccccc3n2)c1 | ?
COC(=O)C1CCN(C(=O)CSc2nnc(-c3ccccc3Cl)n2C2CCCC2)CC1 | 3.9%
NC[C@H]1O[C@H](O[C@@H]2[C@@H](O)[C@@H](O[C@H]3O[C@H](CO)[C@@H](O)[C@H](N)[C@@H]3O)[C@H](N)C[C@@H]2N)[C@H](O)[C@@H](O)[C@H]1O | 46.0%[activator]
C=CCN1C[C@@H](COCc2ccccc2)OCCS1(=O)=O | 27.0%
CC(NC(=O)CC12CC3CC(CC(C3)C1)C2)C12CC3CC(CC(C3)C1)C2 (stereo not drawn) | 1.3%
Fc1ccc(OC2CN(Cc3cccc4ccccc34)C2)c(F)c1 | -0.1%[6.33 µM]
CCc1ccc(S(=O)(=O)Nc2cccc(S(=O)(=O)N(CC)CC)c2)cc1 | -12.2%
O=C(NCc1nc(-c2ncccn2)no1)C(c1cccnc1)N1CCCC1 (stereo not drawn) | 43.7%[activator]
O=C(CSc1nnnn1C1CC1)c1ccc2c(c1)Cc1ccccc1-2 | 114.0%[activator]
CC1CCCC(NC(=O)c2ccccc2)C1C (stereo not drawn) | -1.9%
COC(=O)c1ccc2nc(CO[C@H]3CN(C4CCOCC4)C[C@H]3F)[nH]c2c1 | 34.7%[activator][176 µM]
CCCC(NC(=O)c1sccc1C)c1ccccc1 (stereo not drawn) | 11.3%
O=C1CC(c2ccccc2)N(C(=O)CNS(=O)(=O)c2ccccc2)CCCCCCN1 (stereo not drawn) | 26.9%
COc1ccc(NC(=O)CCc2nc3cc(Cl)ccc3n(CC(C)C)c2=O)cc1 | ?
C[C@]1(CO)C2CC[C@@H](O)[C@@H](CC(=O)N3CCC[C@H]3CO)[C@]2(C)CC[C@H]1OC(=O)Nc1ccc(Cl)c(Cl)c1 (stereo partly drawn) | ?
Cc1ccnc(NC(=O)Cn2nc3c(cc2=O)CCCCC3)c1 | 39.7%[activator]
COc1ccc(OC)c(C(O)Cn2ccn3nc(-c4ccc(C(C)C)cc4)cc3c2=O)c1 (stereo not drawn) | 15.2%
C=CCC12C[C@@]3(O[C@H](c4ccc(C(F)(F)F)cc4)N=C3C[C@H](c3ccc(OC)cc3)[C@H]1C)N(Cc1ccc3c(c1)OCO3)C2=O | -5.6%
Cc1c(CC(=O)O)c(=O)oc2c(C)c(OCc3ccc(F)cc3)ccc12 | -15.5%
Cc1nc(NCc2cc(C3CC3)on2)cc(C2CC(O)C2)n1 (stereo not drawn) | 59.9%[activator]
CN(C)S(=O)(=O)N1CCC(F)(c2nc(-c3ccccc3)no2)CC1 | 19.7%
CN(C)C(=O)N1CCN(c2ccc(C=O)cc2)C(=O)C1 | 10.3%[12.5 µM]
O=C1CCN(S(=O)(=O)c2ccccc2)CCCC(C(=O)NCCN2CCCC2)CCN1 (stereo not drawn) | 101.8%[activator]
CC1(C)Cc2c(sc3c2c(=O)n(CCCO)c(=O)n3Cc2ccccc2)CO1 | ?
COc1ccc(-c2noc(CCC(=O)Nc3ccc(C)cn3)n2)cc1OC | -1.8%
Cc1nc2ncccn2c1C(=O)N[C@H]1[C@H]2CCO[C@H]2[C@@H]1N(C)C | 37.6%[activator]
O=C(O)CCn1ncc2cc(OC3CCN(C(=O)Oc4ccccc4Cl)CC3)ccc21 | ?
COc1ccc(C)cc1NC(C)C(=O)N(C)Cc1cccc(F)c1 (stereo not drawn) | -18.0%
Fc1ccc(-c2nc3cc(Cl)ccc3o2)cc1 | -31.1%
